CHO-K1 Ca antag: counter-screen for M1 antagonists: effect in parental CHO-K1 cells; AID 602250; inhibition, % at 3 µM; ATP-induced calcium, Fluo-8 fluorescence; actives 0.6% (n = 360,000);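 active = inhibition above a per-plate cutoff, the plate's mean sample inhibition plus 3 SD, cut at about 24% in these data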;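 note: 0% = DMSO plus EC80 ATP and 100% = DMSO alone without ATP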
M1 ag parental: M1 agonist counterscreen hit in parental CHO-K1 cells; AID 602248; Fluo-8 calcium fluorescence; scaled to maximal ATP response, vehicle zero; actives 0.48% (n = 360,000); activation, % at 3 µM; in the data active = activation above about 15%;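 note: untransfected CHO-K1 host cells lacking M1 receptor as counterscreen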
OXTR ag: agonists of human oxytocin receptor | P30559 | CHO-OTR cells, Fluo-8 calcium fluorescence; normalized: DMSO 0%, oxytocin 100% | activation, % at 3 µM | actives 0.32% (n = 320,000);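 active = activation above the mean of all tested compounds plus 3 SD, cutoff set per screening run, cut at about 20% in these data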;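 note: peak over basal fluorescence ratio from a 100 s FLIPR kinetic read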
OXTR potentiate: potentiators of human oxytocin receptor | activation, % at 3 µM | actives 0.061% (n = 320,000) | CHO-OTR cells, Fluo-8 calcium fluorescence, potentiator mode; 0% = oxytocin EC15, 100% = EC100 | P30559;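 active = activation above that plate's cutoff, the mean activation of tested compounds plus 3 SD, cut at about 6.6% in these data, passing the limit was not always enough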;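 note: 100% uses oxytocin at 75 nM as the full agonist control; some results filed as inactive read as strong as hits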
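test system = CHO-OTR cells, human receptor | compound = single-point 3.0 µM | schedule = 6 min compound pre-incubation at room temperature, 100 s kinetic read | signal = Fluo-8 no-wash calcium dye fluorescence, excitation 470-495 nm, emission 515-575 nm | repeats = single well per compound, singlicate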
TAAR1 antag: antagonists of human TAAR1 | AID 624466 | CHO RD-HGA16 TAAR1, Fluo-8 calcium fluorescence, antagonist | actives 1.5% (n = 360,000) | Q96RJ0 | inhibition, % at 3 µM;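 active = inhibition above a per-plate cutoff, the mean inhibition of test compounds on that plate plus 3 SD, cut at about 49% in these data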;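 note: 0% = DMSO plus EC80 beta-PEA response and 100% = DMSO alone without agonist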
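System: RD-HGA16 CHO cells with stable hTAAR1 and Gα16 | Probe or stimulus: EC80 β-phenethylamine stimulus | Dosing: 3 µM, single point | Times: Dye loading 75 min at 37 °C, then 30 min room temperature | Measured by: Fluo-8 calcium-sensitive fluorescence | Read-out basis: % inhibition of agonist calcium response | Replicates: n of 1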
V1R ag counter: V1a receptor agonism, counter-screen for OXTR agonists; CHO-V1R cells, Fluo-8 calcium fluorescence, agonist mode; 0% DMSO, 100% 3 nM vasopressin; AID 2797; activation, % at 3 µM; actives 0.25% (n = 320,000);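 active = activation above the mean activation of all tested compounds plus 3 SD, per screening run, cut at about 20% in these data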;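 note: signal is peak over basal fluorescence ratio across a 100 second FLIPR read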
Target sequence (P37288 whole entry, looked up): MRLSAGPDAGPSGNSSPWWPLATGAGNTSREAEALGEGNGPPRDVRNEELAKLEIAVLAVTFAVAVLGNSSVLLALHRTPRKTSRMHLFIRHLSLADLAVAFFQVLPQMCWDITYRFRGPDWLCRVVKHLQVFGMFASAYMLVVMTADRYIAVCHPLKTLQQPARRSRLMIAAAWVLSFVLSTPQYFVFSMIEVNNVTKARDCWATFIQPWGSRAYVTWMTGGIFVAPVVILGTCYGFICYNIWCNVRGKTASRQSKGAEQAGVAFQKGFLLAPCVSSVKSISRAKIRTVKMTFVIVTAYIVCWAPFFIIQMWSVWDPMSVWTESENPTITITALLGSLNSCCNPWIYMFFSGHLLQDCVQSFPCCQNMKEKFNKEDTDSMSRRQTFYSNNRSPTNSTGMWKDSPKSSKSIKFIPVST
CHO parental Ca: signal in parental CHO cells, OX1R antagonist counter-screen | parental CHO-K1, ATP-induced calcium, Fluo-8 fluorescence | inhibition, % at 5.6 µM | AID 463079 | actives 0.63% (n = 330,000);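 active = inhibition above that plate's mean sample inhibition plus 3 SD, cut at about 26% in these data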;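 note: 0% = ATP-challenged DMSO wells and 100% = DMSO wells without ATP; some compounds past the cut are filed as inactive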
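test system = CHO parental line | reagent = ATP stimulus | measured by = intracellular calcium via Fluo-8 no-wash fluorescent dye | control set = ATP and no-ATP DMSO wells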
CHO-K1 Ca PAM: M1 PAM counterscreen hit in parental CHO-K1 cells | ATP EC20, Fluo-8 calcium fluorescence; 0% at ATP EC20, 100% at ATP max | activation, % at 3 µM | actives 0.02% (n = 360,000) | AID 602247;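 active = activation above the run cutoff, the mean activation of all test compounds plus 3 SD, cut at about 40% in these data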;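 note: peak over basal fluorescence ratio in a 140 s read after ATP addition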
GPR7 antagonist: human neuropeptides B/W receptor 1 antagonism | P48145 | GPR7-expressing cells, fluorescence antagonist assay | inhibition, % at 4.4 µM | actives 1.1% (n = 290,000); in the data active = inhibition above about 16%, passing the limit was not always enough;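 note: cells stimulated with the agonist NPW; 0% = agonist with vehicle and 100% = vehicle without agonist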
Target sequence (P48145 whole entry, looked up): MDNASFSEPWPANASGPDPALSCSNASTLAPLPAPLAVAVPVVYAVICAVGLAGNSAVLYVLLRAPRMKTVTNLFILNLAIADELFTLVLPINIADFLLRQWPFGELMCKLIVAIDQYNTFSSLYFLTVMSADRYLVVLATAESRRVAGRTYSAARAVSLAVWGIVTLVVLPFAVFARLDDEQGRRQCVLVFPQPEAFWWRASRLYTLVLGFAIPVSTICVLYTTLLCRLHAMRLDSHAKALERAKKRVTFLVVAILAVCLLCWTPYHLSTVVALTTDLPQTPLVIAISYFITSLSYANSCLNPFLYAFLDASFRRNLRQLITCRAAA
Numbers without * were called inactive; . = no result given.

Preview (2 entries):
Codes: A = CHO-K1 Ca antag; B = M1 ag parental; C = OXTR ag; D = OXTR potentiate; E = TAAR1 antag; F = V1R ag counter; G = CHO parental Ca; H = CHO-K1 Ca PAM; I = GPR7 antagonist
[1] COc1ccc(S(=O)(=O)Nc2c(C)n(C)n(-c3ccccc3)c2=O)c(Cl)c1Cl
  A = -11; B = 13; C = 1.1; D = 5; E = -20; F = 0.4; G = -15; H = -3; I = -5
[2] COc1ccc(Br)cc1/C=N/NC(=O)c1ccc(COc2ccc3c(c2)CCC3)o1
  A = -9; B = 0.6; C = 0.1; D = -4; E = -5; F = -0.3; G = -15; H = 19; I = -13

This part in full, from the first entry:
Codes: A = CHO-K1 Ca antag; B = M1 ag parental; C = OXTR ag; D = OXTR potentiate; E = TAAR1 antag; F = V1R ag counter; G = CHO parental Ca; H = CHO-K1 Ca PAM; I = GPR7 antagonist
[1] COc1ccc(S(=O)(=O)Nc2c(C)n(C)n(-c3ccccc3)c2=O)c(Cl)c1Cl
  A = -11; B = 13; C = 1.1; D = 5; E = -20; F = 0.4; G = -15; H = -3; I = -5
[2] COc1ccc(Br)cc1/C=N/NC(=O)c1ccc(COc2ccc3c(c2)CCC3)o1
  A = -9; B = 0.6; C = 0.1; D = -4; E = -5; F = -0.3; G = -15; H = 19; I = -13
[3] CCN1CCN(C(=S)NCC(C)C)CC1
  A = -9; B = 0.3; C = -0.5; D = -2; E = -1; F = 0.3; G = 1; H = 25; I = -6
[4] COc1ccc(NC(=S)N2CCN(C(=O)c3ccco3)CC2)cc1OC
  A = -2; B = 0.4; C = .; D = .; E = -14; F = .; G = .; H = 14; I = -6
[5] CCCCNC(=O)C1CC(=O)N(CCc2ccc(C)cc2)C1 (stereo unspecified)
  A = -8; B = 1.2; C = -0.9; D = -5; E = -13; F = 0.9; G = 9; H = 3; I = -23
[6] CN(C)S(=O)(=O)c1ccc(N2C(=O)CC2(/C=C/c2ccccc2)C(=O)NC2CCCC2)cc1 (stereo unspecified)
  A = -8; B = 1.0; C = 0.2; D = 5; E = 16; F = 0.9; G = -11; H = 21; I = -7
[7] O=C(Nc1nnc(-c2ccccc2)s1)c1ccccc1O
  A = -12; B = 2.5; C = 8.3; D = -3; E = -14; F = 4.6; G = -3; H = 1; I = -21
[8] CCOc1cc(CNCc2ccccn2)ccc1OCC(=O)NC(C)(C)C
  A = -11; B = 1.9; C = 1.2; D = -5; E = 7; F = 2.4; G = -14; H = 5; I = -13
[9] CC(C)(C)C(=O)N1CCN(c2ccc([N+](=O)[O-])cc2-n2cccc2)CC1
  A = 5; B = 0.3; C = -2.5; D = -10; E = 3; F = -0.1; G = -19; H = -18; I = -1
[10] O=C(COC(=O)c1cccnc1Cl)NCCc1ccc(F)cc1
  A = -7; B = -0.1; C = -0.3; D = -7; E = -8; F = -0.5; G = -7; H = 5; I = .
[11] COc1ccc(OC)c(N)c1
  A = -18; B = 0.2; C = -0.9; D = -9; E = -4; F = -0.3; G = -16; H = 8; I = -6
[12] CC(=O)Nc1ccc(S(=O)(=O)NCC2CCC(C(=O)NCCCN3CCCC3=O)CC2)cc1 (stereo unspecified)
  A = -2; B = 0.0; C = 0.4; D = -2; E = -7; F = 0.3; G = -12; H = 3; I = -16
[13] COc1ccccc1-c1noc(-c2ccccc2C(=O)N2CCOCC2)n1
  A = -8; B = 1.0; C = 1.0; D = 4; E = 11; F = 0.0; G = -6; H = 4; I = -10
[14] CCOC(=O)C1CCCCN1S(=O)(=O)c1ccc2c(c1)CC(C)N2C(=O)C1CCC1 (stereo unspecified)
  A = -15; B = 5.9; C = -2.2; D = -13; E = -8; F = 1.2; G = -12; H = 12; I = -8
[15] CN(CC(=O)NCc1cccnc1)S(=O)(=O)c1ccc(F)cc1
  A = 9; B = 0.0; C = 1.4; D = -3; E = -5; F = 0.3; G = -10; H = 5; I = -17
[16] Cc1nn(-c2ccccc2)c(Cl)c1/C=N/NC(=O)c1cccc(S(=O)(=O)N2CCCC2)c1
  A = 6; B = 0.4; C = -0.8; D = -7; E = -6; F = 0.0; G = -7; H = 10; I = -8
[17] CCN(C(=O)c1cc2c(C)nc3ccccc3c2o1)c1cc(Cl)ccc1OC
  A = 3; B = 0.0; C = -1.6; D = -5; E = 10; F = -0.8; G = -12; H = 10; I = 5
[18] CCCc1cc(=O)oc2c(C)c(OCC(=O)Nc3cccnc3)ccc12
  A = -9; B = 1.1; C = 0.9; D = -1; E = -9; F = 1.5; G = -11; H = -11; I = -12
[19] CC(C)(C)NC(=O)Nc1ccccc1C(N)=O
  A = -3; B = 0.0; C = 0.6; D = -4; E = -15; F = 0.3; G = -3; H = -4; I = -6
[20] C(=N\NC1=Nc2cccc3cccc1c23)/c1cccnc1
  A = -1; B = 5.5; C = -1.1; D = -11; E = 25; F = 0.0; G = -10; H = -5; I = -3
[21] COC(=O)c1ccc(COc2ccc(/C=N/O)cc2)o1
  A = -19; B = 0.6; C = 1.4; D = -1; E = 13; F = 0.2; G = 10; H = 11; I = 2
[22] O=C(NCC(=O)N(CCc1ccccc1)C(C(=O)NC1CCCCC1)c1ccncc1)c1ccco1 (stereo unspecified)
  A = -12; B = 0.0; C = -0.4; D = -10; E = -12; F = 0.2; G = -37; H = 15; I = -8
[23] CCOC(=O)n1c(=O)oc2cc(S(=O)(=O)N3CCOCC3)ccc21
  A = -2; B = 0.2; C = 0.1; D = -1; E = -4; F = 0.2; G = -11; H = 11; I = -11
[24] CCOC(=O)c1sc(SCc2ccccc2)c2c1CC(C)(C)CC2=O
  A = -14; B = 0.2; C = 0.6; D = 0; E = -14; F = 1.8; G = -35; H = 18; I = .
[25] Cc1ccc(C(=O)Nc2ccc(C(=O)O)cc2NC(=O)c2ccc(C)cc2)cc1
  A = -7; B = 0.6; C = -0.1; D = -6; E = -22; F = 0.8; G = -4; H = 13; I = -10
[26] Cc1ccc(S(=O)(=O)NC(C(=O)OCC(=O)NC2CCS(=O)(=O)C2)C(C)C)cc1 (stereo unspecified)
  A = -12; B = 0.5; C = 0.5; D = -1; E = 4; F = 0.4; G = 2; H = 6; I = -9
[27] Cc1ccc2nc(-c3ccccc3)nc(SC(C)C(=O)NCc3cccs3)c2c1 (stereo unspecified)
  A = .; B = .; C = 1.7; D = -7; E = .; F = 1.0; G = -17; H = .; I = -18
[28] Cc1ccnc(N=Cc2nc(-c3ccccc3Br)oc2O)c1
  A = 4; B = 0.2; C = 0.6; D = -11; E = 5; F = 0.1; G = -5; H = 4; I = -3
[29] Cc1c[nH]c2cccc(OCC(O)CNC(C)(C)C)c12 (stereo unspecified)
  A = -9; B = -0.2; C = 0.3; D = -3; E = 8; F = -0.7; G = 2; H = 25; I = 1
[30] COc1ccc(-c2noc(CCC(=O)Nc3cc(Cl)c(OC)cc3OC)n2)cc1
  A = -12; B = 1.8; C = 1.7; D = -12; E = -17; F = 2.9; G = -19; H = 10; I = 4

Ordered by value in OXTR potentiate (low to high): some entries from above
No. | molecule | OXTR potentiate
20 | C(=N\NC1=Nc2cccc3cccc1c23)/c1cccnc1 | -11
22 | O=C(NCC(=O)N(CCc1ccccc1)C(C(=O)NC1CCCCC1)c1ccncc1)c1ccco1 (stereo unspecified) | -10
27 | Cc1ccc2nc(-c3ccccc3)nc(SC(C)C(=O)NCc3cccs3)c2c1 (stereo unspecified) | -7
19 | CC(C)(C)NC(=O)Nc1ccccc1C(N)=O | -4
21 | COC(=O)c1ccc(COc2ccc(/C=N/O)cc2)o1 | -1

Later entries.
Codes: A = CHO-K1 Ca antag; B = M1 ag parental; C = OXTR ag; D = OXTR potentiate; E = TAAR1 antag; F = V1R ag counter; G = CHO parental Ca; H = CHO-K1 Ca PAM; I = GPR7 antagonist
[31] CC(=O)Nc1ccc(NC(=O)C(C)OC(=O)CCCOc2ccc(Cl)cc2C)cc1 (stereo unspecified)
  A = -4; B = 1.9; C = 1.1; D = -16; E = 20; F = 1.2; G = -22; H = -17; I = .
[32] COCCNC(=O)C1(C)CCN(C(=O)COc2ccc(Cl)cc2Cl)C1 (stereo unspecified)
  A = -9; B = 0.8; C = .; D = .; E = -17; F = .; G = .; H = 15; I = .
[33] CCCCCCc1cc2cc(S(=O)(=O)c3ccc(C)cc3)c(=O)oc2cc1O
  A = -3; B = 0.5; C = 6.3; D = 0; E = 25; F = 4.8; G = 1; H = 3; I = -10
[34] CCN(CC)S(=O)(=O)c1ccc(OCC(=O)NCc2ccccc2)cc1
  A = 0; B = 0.7; C = 1.0; D = 1; E = 0; F = 0.1; G = -12; H = 9; I = -3
[35] COc1ccc(CN2C(=O)C(CC(=O)NC3CCCCC3)CC(C(=O)N(C(C)C)C(C)C)=C2C)cc1 (stereo unspecified)
  A = -9; B = 0.1; C = .; D = .; E = -8; F = .; G = .; H = 14; I = .
[36] C=CCSc1nnc(-c2cc3c(C(F)(F)F)nn(C)c3s2)n1C
  A = -2; B = 1.1; C = 0.9; D = -8; E = -11; F = -0.4; G = 1; H = -2; I = 7
[37] CC(=O)N1CCN(C(=S)NCc2ccccc2)CC1
  A = -8; B = -0.5; C = -0.9; D = -3; E = 0; F = -0.4; G = 0; H = 13; I = 0
[38] COCC(=O)Nc1cc(C)cn(Cc2cccc(C(F)(F)F)c2)c1=O
  A = -2; B = -0.5; C = -1.1; D = -6; E = -3; F = -1.1; G = -13; H = 19; I = -1
[39] O=C(O)c1ccc(-c2noc(-c3ccccc3C(F)(F)F)n2)cc1
  A = -6; B = 0.8; C = 14; D = -3; E = 14; F = 6.8; G = 10; H = -19; I = .
[40] c1ccc2c(c1)OCCOCCOCCOCCOc1ccccc1OCCOCCOCCO2
  A = -6; B = 14; C = 15; D = -11; E = 18; F = 11; G = -32; H = 7; I = 9
[41] Cc1cc(C#N)c(C)c(SCc2[nH]nc3c2C(c2ccccc2)C(C#N)=C(N)O3)n1 (stereo unspecified)
  A = -4; B = 1.5; C = -1.0; D = -9; E = -4; F = -0.1; G = -30; H = 18; I = -10
[42] O=C(OCC(=O)N1CCCCCC1)c1ccc([N+](=O)[O-])cc1Cl
  A = -11; B = 2.1; C = -1.7; D = -7; E = 3; F = -1.1; G = 2; H = 16; I = -1
[43] O=C(OCC(=O)N1CCCC1)c1cc(Cl)ccc1[N+](=O)[O-]
  A = 10; B = -0.2; C = 0.1; D = 0; E = 3; F = 0.8; G = -10; H = -12; I = -4
[44] COc1ccccc1N1CCN(C(C)C(=O)N2CC(C)OC(C)C2)CC1 (stereo unspecified)
  A = -7; B = 0.1; C = -0.2; D = 2; E = -10; F = 0.0; G = 14; H = 7; I = -9

Screening data from PubChem BioAssay.
